Fam108B inh = blocks mouse Fam108B hydrolase in RBBP9 counter-screen | 0.33% of 300,000 active | recombinant Fam108B, FP-Rh probe fluorescence polarization | inhibition, % at 9.51 µM | AID 1947;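 active means inhibition above the screen mean inhibition plus 3 SD, computed separately per campaign, cut at about 18% in these data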;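 further: inhibitors lower polarization as less probe binds the enzyme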
LYPLA1 counter = LYPLA1 (human) inhibition in PME1 counter-screen; recombinant LYPLA1, FP-Rh probe fluorescence polarization; inhibition, % at 5.9 µM; O75608; AID 2174; 0.16% of 320,000 active;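 active means inhibition above the mean of all tested compounds plus 3 SD, set per campaign, cut at about 14% in these data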;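 further: inhibitors block serine hydrolase probe labeling of LYPLA1 so polarization falls; 0% = enzyme with DMSO and 100% = wells lacking LYPLA1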
Target sequence (O75608 whole entry, looked up): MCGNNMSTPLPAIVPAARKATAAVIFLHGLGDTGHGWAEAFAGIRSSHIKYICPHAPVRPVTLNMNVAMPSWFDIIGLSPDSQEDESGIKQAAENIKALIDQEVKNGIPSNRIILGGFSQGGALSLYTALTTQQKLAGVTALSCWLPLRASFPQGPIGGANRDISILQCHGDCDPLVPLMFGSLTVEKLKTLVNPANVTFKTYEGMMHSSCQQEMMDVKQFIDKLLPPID
pPAFAH FP inh = inhibitors of human plasma PAF acetylhydrolase (pPAFAH) | Q13093 | recombinant pPAFAH, FP-rhodamine probe fluorescence polarization | 1.5% of 330,000 active | inhibition, % at 3.39 µM;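 active means inhibition above the mean inhibition across the screen plus 3 SD, cut at about 25% in these data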;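 further: inhibitors block binding of the rhodamine activity-based probe so polarization drops; 0% = enzyme with DMSO and 100% = wells lacking pPAFAH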
PME-1 inh = PME-1 (human) inhibition. Q9Y570. inhibition, % at 5.9 µM. 0.53% of 320,000 active. recombinant PME-1, FP-Rh probe fluorescence polarization;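 active means inhibition above the campaign mean of all compounds plus 3 SD, cut at about 26% in these data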;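 further: competitive labeling of PME-1 active site by serine hydrolase directed probe; 0% = PME-1 with DMSO and 100% = wells lacking PME-1 enzyme; inhibitors block probe labeling so polarization falls and inhibition rises; many of its hits are not listed in these tables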
PAD4 inh = PAD4 (human) enzyme inhibition; Q9UM07; recombinant PAD4, RCA probe fluorescence polarization; inhibition, % at 6.36 µM; 0.41% of 330,000 active; AID 485272;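 active means percent inhibition above a cutoff equal to the mean of all tested compounds plus 3 SD, cut at about 15% in these data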;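 further: 0% = PAD4 with RCA probe and DMSO and 100% = probe without PAD4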
PAFAH1B2 inh = PAFAH1B2 (human) inhibition; AID 492953; inhibition, % at 3.39 µM; P68402; 1.2% of 340,000 active; recombinant PAFAH1B2, FP-rhodamine activity probe, fluorescence polarization;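 active means inhibition above the mean of all tested compounds plus 3 SD, cut at about 24% in these data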;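 further: 0% = enzyme with DMSO and 100% = wells lacking PAFAH1B2; many of its hits are not listed in these tables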
Target sequence (P68402 whole entry, looked up): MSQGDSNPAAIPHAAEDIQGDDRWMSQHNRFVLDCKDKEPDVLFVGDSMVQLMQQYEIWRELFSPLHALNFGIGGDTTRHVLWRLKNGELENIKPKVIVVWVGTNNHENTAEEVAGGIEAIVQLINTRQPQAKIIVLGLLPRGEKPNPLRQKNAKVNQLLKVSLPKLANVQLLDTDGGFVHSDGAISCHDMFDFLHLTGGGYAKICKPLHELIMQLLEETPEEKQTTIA
GSTO1 counter = GSTO1 inhibition, counter-screen for RBBP9 inhibitors; recombinant GSTO1, activity-based probe fluorescence polarization; inhibition, % at 5.96 µM; 1.1% of 300,000 active; AID 1974;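 active means inhibition above the campaign mean inhibition plus 3 SD, cut at about 35% in these data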;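 further: 0% = GSTO1-1 with DMSO and 100% = wells lacking GSTO1-1 enzyme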
Target sequence (P78417 whole entry, looked up): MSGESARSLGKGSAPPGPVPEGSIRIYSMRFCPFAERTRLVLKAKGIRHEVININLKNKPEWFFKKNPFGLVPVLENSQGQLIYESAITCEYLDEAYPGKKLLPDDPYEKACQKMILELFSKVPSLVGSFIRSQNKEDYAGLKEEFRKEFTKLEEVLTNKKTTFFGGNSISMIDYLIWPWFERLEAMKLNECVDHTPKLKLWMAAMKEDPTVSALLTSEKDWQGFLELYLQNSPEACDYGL
PAFAH1B3 FP inh = blocks human PAF acetylhydrolase 1B catalytic subunit 3 | Q15102 | recombinant PAFAH1B3, FP-rhodamine probe, fluorescence polarization | inhibition, % at 3.39 µM | 0.28% of 340,000 active | AID 492972;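 active means inhibition above the screen-wide average of all tested compounds plus 3 SD, cut at about 25% in these data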;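 further: 0% = enzyme with DMSO only and 100% = wells lacking PAFAH1B3 protein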
Target sequence (Q15102 whole entry, looked up): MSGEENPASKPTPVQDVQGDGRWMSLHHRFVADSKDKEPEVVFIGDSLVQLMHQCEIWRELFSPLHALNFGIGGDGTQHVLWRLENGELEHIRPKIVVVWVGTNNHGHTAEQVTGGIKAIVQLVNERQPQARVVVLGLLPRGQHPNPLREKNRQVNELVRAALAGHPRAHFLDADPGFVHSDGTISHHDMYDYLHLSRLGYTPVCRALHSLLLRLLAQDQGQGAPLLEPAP
PAFAH2 FP inh = inhibitors of human PAFAH2. recombinant PAFAH2, FP-rhodamine activity probe, fluorescence polarization. inhibition, % at 3.39 µM. 0.99% of 340,000 active;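 active means inhibition above the mean over all tested compounds plus 3 SD, cut at about 30% in these data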;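 further: inhibitors block probe labeling of enzyme so polarization drops; 0% = enzyme with DMSO and 100% = wells lacking PAFAH2 protein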
An asterisk follows results filed as active; x = not tested or not shown.

Preview (16 entries):
SMILES	Fam108B inh	LYPLA1 counter	pPAFAH FP inh	PME-1 inh	PAD4 inh	PAFAH1B2 inh	GSTO1 counter	PAFAH1B3 FP inh	PAFAH2 FP inh
Cc1cccc(C)c1NC(=O)Cn1c(=O)c2cccn2c2ccccc21	-7	-1	3	-4	6	2	3	-2	-6
COc1cccc(CC(=O)N2CCCC(CCC(=O)N3CCN(c4ccccn4)CC3)C2)c1 (centres undefined)	5	1	0	-3	4	3	2	5	-1
CCCC(=O)Nc1ccc2oc(-c3cccnc3)nc2c1	2	1	-2	-3	-2	4	1	9	3
COc1ccc(CN(C(=O)Cc2c[nH]c3ccccc23)C(C(=O)NC2CCCCC2)c2ccc(C)o2)cc1 (centres undefined)	-4	-4	-3	-16	-5	14	3	0	1
CC(C)c1ccc(CN(C)CC(O)c2ccccc2)cc1 (centres undefined)	-5	-1	2	-6	1	-2	-2	2	-4
O=C(Nc1ccc(Cl)cc1C(=O)N1CCCC1)c1cccc([N+](=O)[O-])c1	-3	5	-1	6	-5	4	5	3	7
Cc1ccc(CNC(=O)C2CCN(S(=O)(=O)c3c(C)noc3C)CC2)cc1	1	-6	3	4	-1	-1	12	2	-3
Cc1cccc(NC(=O)c2nc[nH]c2C(=O)NCC(=O)OC(C)(C)C)c1	3	-5	-2	5	6	2	3	-3	6
COc1ccc(-c2cn3cccnc3n2)cc1F	2	3	4	7	-1	-1	-4	0	4
CC(=O)CCC1C2C(O)C(C(C)C)C(OC(=O)/C=C/c3ccccc3)CC12C (centres undefined)	0	-1	6	-5	3	11	2	15	9
O=C(O)COc1ccc(S(=O)(=O)N2CCCC2)cc1	-3	-3	7	2	-3	0	3	5	1
CCOC(=O)c1sc(NC(=O)c2ccc(S(=O)(=O)N3CCCCC3)cc2)nc1-c1ccccc1	-3	-1	2	4	-8	1	2	3	-7
CCOCCCNc1ccc(-c2ccccc2)nn1	-3	0	-2	-3	3	6	1	4	2
Cc1ccc(NC(=O)CN2CCC(NC(=O)C3CCCCC3)CC2)c(Br)c1	2	1	1	3	-5	-4	4	2	3
NC(=O)COC(=O)c1sc2ccccc2c1Cl	-5	-1	0	1	-2	6	12	5	5
Cc1cc2c(ncn2C)c(NS(=O)(=O)c2ccc(Cl)cc2)c1C	3	-1	2	10	1	1	4	1	3

Main list, from the start:
SMILES	Fam108B inh	LYPLA1 counter	pPAFAH FP inh	PME-1 inh	PAD4 inh	PAFAH1B2 inh	GSTO1 counter	PAFAH1B3 FP inh	PAFAH2 FP inh
Cc1cccc(C)c1NC(=O)Cn1c(=O)c2cccn2c2ccccc21	-7	-1	3	-4	6	2	3	-2	-6
COc1cccc(CC(=O)N2CCCC(CCC(=O)N3CCN(c4ccccn4)CC3)C2)c1 (centres undefined)	5	1	0	-3	4	3	2	5	-1
CCCC(=O)Nc1ccc2oc(-c3cccnc3)nc2c1	2	1	-2	-3	-2	4	1	9	3
COc1ccc(CN(C(=O)Cc2c[nH]c3ccccc23)C(C(=O)NC2CCCCC2)c2ccc(C)o2)cc1 (centres undefined)	-4	-4	-3	-16	-5	14	3	0	1
CC(C)c1ccc(CN(C)CC(O)c2ccccc2)cc1 (centres undefined)	-5	-1	2	-6	1	-2	-2	2	-4
O=C(Nc1ccc(Cl)cc1C(=O)N1CCCC1)c1cccc([N+](=O)[O-])c1	-3	5	-1	6	-5	4	5	3	7
Cc1ccc(CNC(=O)C2CCN(S(=O)(=O)c3c(C)noc3C)CC2)cc1	1	-6	3	4	-1	-1	12	2	-3
Cc1cccc(NC(=O)c2nc[nH]c2C(=O)NCC(=O)OC(C)(C)C)c1	3	-5	-2	5	6	2	3	-3	6
COc1ccc(-c2cn3cccnc3n2)cc1F	2	3	4	7	-1	-1	-4	0	4
CC(=O)CCC1C2C(O)C(C(C)C)C(OC(=O)/C=C/c3ccccc3)CC12C (centres undefined)	0	-1	6	-5	3	11	2	15	9
O=C(O)COc1ccc(S(=O)(=O)N2CCCC2)cc1	-3	-3	7	2	-3	0	3	5	1
CCOC(=O)c1sc(NC(=O)c2ccc(S(=O)(=O)N3CCCCC3)cc2)nc1-c1ccccc1	-3	-1	2	4	-8	1	2	3	-7
CCOCCCNc1ccc(-c2ccccc2)nn1	-3	0	-2	-3	3	6	1	4	2
Cc1ccc(NC(=O)CN2CCC(NC(=O)C3CCCCC3)CC2)c(Br)c1	2	1	1	3	-5	-4	4	2	3
NC(=O)COC(=O)c1sc2ccccc2c1Cl	-5	-1	0	1	-2	6	12	5	5
Cc1cc2c(ncn2C)c(NS(=O)(=O)c2ccc(Cl)cc2)c1C	3	-1	2	10	1	1	4	1	3
CCOC(=O)N(Cc1ccccc1)C(C(=O)O)C(C(=O)O)N(Cc1ccccc1)C(=O)OCC (centres undefined)	-3	3	2	1	-5	2	-2	1	3
CCOC(=O)c1nnn(-c2ccccc2)c1C	-3	3	-2	1	-4	-3	-2	2	-4
CSc1n[nH]c(=O)n1-c1ccc(Cl)cc1	2	3	-3	2	-2	5	-3	6	1
COc1ccc(OC)c(NC(=O)c2cnn(-c3ccccc3)c2C)c1	1	-5	4	0	-1	7	1	9	4
CC1(c2nnc(-c3ccc(Cl)cc3)o2)CC(c2c(Cl)cccc2Cl)=NO1 (centres undefined)	-7	-2	1	-4	-5	0	4	3	2
Cc1nn(-c2ccccc2)c(Cl)c1/C=N/NC(=O)CNC(=O)c1ccccc1Cl	2	-3	2	-47	-2	1	0	-4	15
CC(Oc1ccc(F)cc1)C(=O)Nc1cccc(-c2nn[nH]n2)c1 (centres undefined)	2	-2	7	6	0	9	10	5	11
CC1CCC2(CC1)NC(=O)N(CC(=O)Nc1ccc3[nH]c(=O)[nH]c3c1)C2=O (centres undefined)	-1	2	2	-2	-6	1	2	3	8
COc1cccc(-c2c(-c3cc(OC)cc(OC)c3)n(C)c3ccc(-c4ccc(OC)nc4)cc23)c1	x	0	-4	-2	2	5	x	0	2
Cc1ccc(S(=O)(=O)/N=c2\ccc(Cl)cn2C(F)F)cc1	1	2	6	-3	1	5	-2	4	5
Cc1ccc(NC(=O)C(C)OC(=O)/C=C/c2ccccc2)cc1 (centres undefined)	-5	-2	2	-4	-3	2	3	5	3
O=C(NCc1cccnc1)c1cccc2c1C(=O)N(Cc1cccnc1)C2	1	0	3	-2	0	2	10	0	-4
CN(C)CCCOc1ccc2c(c1)Sc1ccccc1CC2=O	-2	0	1	0	-5	1	-1	5	3
COc1ccc(OC)c(NC(=O)C2CCCN(S(=O)(=O)c3c(C)noc3C)C2)c1 (centres undefined)	-1	1	5	2	-2	0	-3	8	-1
Cc1ccc(-c2nc(NCc3ccco3)n(S(C)(=O)=O)n2)cc1	7	-4	1	3	-3	6	10	11	9
CC1=CC(C)(C)Nc2ccc(OC(=O)CN3C(=O)CCC3=O)cc21	3	2	0	1	-5	2	62*	12	5
CCOC(=O)N1CCN(C(=O)C(=O)N/N=C/c2ccc(OC)cc2OC)CC1	3	1	6	3	-2	0	-1	10	2
COc1cccc(C(=O)Nc2ccc(-n3nncc3C(C)(C)C)cc2)c1	-5	1	5	1	1	1	9	8	4
O=C(NCC(c1ccco1)N1CCOCC1)C1CCCCC1 (centres undefined)	-1	3	3	5	0	3	0	5	3
CC(=O)Nc1ccc(NC(=O)Cn2c(=O)n(-c3ccccc3)c(=O)c3oc4ccccc4c32)cc1	-2	-2	5	7	-3	3	4	6	2
CCN(CC)Cc1csc2ccc(Br)cc12	0	2	-2	3	0	6	1	1	3
Cc1ccc(-c2csc3nc(SCC(=O)N(C)C)n(Cc4ccccc4)c(=O)c23)cc1	0	-2	2	5	6	-8	-2	8	-7
FC(F)(F)c1ccnc(Sc2n[nH]c(C(F)(F)F)n2)c1	-1	-4	-4	3	6	5	0	3	3
Cc1ccc(C(=O)OC2CCN(c3ccc([N+](=O)[O-])cc3)CC2)cc1	2	6	-1	1	1	3	-9	-1	-7
O=S(=O)(NCCOCCNS(=O)(=O)c1ccccc1)c1ccccc1	2	-3	-3	4	-7	5	0	-4	11
O=C(Nc1nccs1)C1CCN(S(=O)(=O)c2ccccc2)CC1	0	-3	2	9	-1	5	-2	4	-10
O=C1c2ccc([N+](=O)[O-])cc2C(=O)N1CNc1ccccn1	-2	2	5	2	-2	8	4	1	3
O=C(CSc1c2c(nc3cc(Cl)ccc13)CCCC2)NCCCN1CCOCC1	-2	-4	-1	6	8	5	-52	5	-5
CCOc1ccc(S(=O)(=O)NCc2ccccn2)cc1NC(=O)c1ccccc1F	-5	5	4	0	0	2	1	-1	2
O=C(CCc1nnc(Cc2cccc(C(F)(F)F)c2)o1)NCCc1ccccc1F	6	1	4	8	-7	19	0	6	0
COc1ccc(NC(=O)CNC(=O)C2CCCCC2)cc1OC	x	x	4	x	-6	3	x	3	3
CCc1cc(C)cc(OCCNC(=O)c2ncn[nH]2)c1	3	2	0	0	-1	4	4	5	-1
Cc1c(C(=O)N/N=C/c2ccccn2)nnn1-c1nonc1N	4	2	-8	-3	-3	2	6	12	0
CCCCn1c(C23CC4CC(CC(C4)C2)C3)n[nH]c1=S	0	-2	2	4	-2	29*	5	-1	4

Following part
SMILES	Fam108B inh	LYPLA1 counter	pPAFAH FP inh	PME-1 inh	PAD4 inh	PAFAH1B2 inh	GSTO1 counter	PAFAH1B3 FP inh	PAFAH2 FP inh
COc1ccc2[nH]c(C)c(CCN3C(=O)OC(C)(C)C3(C)O)c2c1 (centres undefined)	3	-5	2	-4	3	1	6	0	0
CNC(=O)c1cc(C(=O)c2ccccc2Br)c[nH]1	-3	1	0	3	1	7	-3	11	15
Cc1ccccc1Oc1ncnc2oc(-c3ccccc3)cc12	0	-2	14	5	-7	-2	-8	-5	2
COc1ccc(Nc2nc(N)nc(CSc3nncn3C)n2)cc1	0	1	-2	-1	-4	-5	-10	4	1
COCCNC(=O)C1CC(c2cccc(OC)c2)=NO1 (centres undefined)	-3	-3	6	-2	2	6	3	2	10
Cn1c(O)c(N=NC(=O)CNC(=O)c2ccccc2)c2cc(Br)ccc21	-2	-1	6	-3	-3	0	11	9	6
Cc1ccc(C(=O)Nc2cccc(C(F)(F)F)c2)cc1Nc1ncnc2nc[nH]c12	-9	-24	-9	-21	-1	x	-16	x	x
Fc1ccccc1/C=N/Nc1nc(N2CCCCC2)nc(N2CCCCC2)n1	1	-2	2	2	2	-2	8	0	3
CN=c1sc(C(=O)Nc2cccc(Cl)c2)cc(=O)n1C	-22	0	-1	5	0	0	5	3	-1
Cn1c(N)c(C(=O)COC(=O)c2cccc(S(=O)(=O)N3CCCCC3)c2)c(=O)n(C)c1=O	-3	-7	0	11	4	-1	-3	2	3
CCc1ccc(-c2cc(C(=O)NCCCn3ccnc3)c3ccccc3n2)s1	-13	-1	-4	-16	0	x	-2	x	x
CC1Cc2ccccc2N1S(=O)(=O)c1cccc(C(=O)NCc2ccncc2)c1 (centres undefined)	x	0	1	2	1	7	x	5	2
COc1ccc(NC(=O)c2c(-c3ccccc3)noc2C)c(OC)c1	1	-1	9	-4	-2	10	-2	-4	5
CCOC(=O)C1CCN(C(=O)N(C)C)CC1	2	2	-3	1	-3	0	9	2	-8

Not all compounds are listed; the hit share may differ from the screen's.
